PV pol inh: poliovirus RNA polymerase inhibition; P03300; poliovirus polymerase elongation, fluorescence polarization; active compounds read low; % elongation, % (compound at 16.7 µg/mL); 0.66% of 150,000 active; in the data active = % elongation below about 90%; also: some results filed as inactive read as strong as hits
Target sequence (P03300 1749-2209 limits assumed): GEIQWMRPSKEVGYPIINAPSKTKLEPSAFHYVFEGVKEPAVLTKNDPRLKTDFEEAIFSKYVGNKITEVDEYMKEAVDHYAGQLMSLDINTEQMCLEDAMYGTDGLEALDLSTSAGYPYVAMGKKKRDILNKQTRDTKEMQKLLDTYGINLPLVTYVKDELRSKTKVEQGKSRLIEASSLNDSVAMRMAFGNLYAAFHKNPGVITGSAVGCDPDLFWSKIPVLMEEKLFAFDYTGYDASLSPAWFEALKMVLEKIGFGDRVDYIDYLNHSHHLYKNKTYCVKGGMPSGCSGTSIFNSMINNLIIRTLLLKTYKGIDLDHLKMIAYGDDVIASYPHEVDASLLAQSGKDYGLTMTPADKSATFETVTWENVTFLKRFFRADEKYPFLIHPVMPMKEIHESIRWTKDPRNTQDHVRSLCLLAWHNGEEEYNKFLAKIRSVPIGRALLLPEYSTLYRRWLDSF
PV pol inh FP z-score: further read-out of PV pol inh, marked with its call; z-score; measured here: FP z-score; hits read low
* = called active by the depositor; & = joins results of further samples. These rows are one share of the data; the hit share may differ from the screen's.

Below each compound: PV pol inh | PV pol inh FP z-score
COc1ccc(CNC(=O)C2CCCN(S(=O)(=O)N(C)c3ccc(F)cc3)C2)cc1OC (stereo unspecified)
 : 108.0 | 0.1
O=C(NCc1ccco1)c1cc(-c2ccccn2)nc2ccccc12
 : 100.0 | -1
CCOC(=O)c1ccc(NS(=O)(=O)c2cc(Br)cc3c2N(C(C)=O)C(C)C3)cc1 (stereo unspecified)
 : 107.0 | 0.7
CCOc1ccc(-n2c(CC)nc3c(cnn3-c3ccc(Cl)cc3)c2=O)cc1
 : 106.0 | -0.9
CCC(C)(C)C1CCc2c(sc(NC(=O)C3c4ccccc4Oc4ccccc43)c2C(N)=O)C1 (stereo unspecified)
 : 106.0 | 0.3
NC1=NC(=O)/C(=C/c2cccs2)S1
 : 101.0 | 0.3
O=C(CSc1nccn1-c1cccc(F)c1)N1CCN(c2ccc(O)cc2)CC1
 : 103.0 | 0.1
CN(C)Cc1ccc(C(=O)NN)o1
 : 99.0 | -0.3
COc1ccccc1Cc1nc2ccccc2nc1SCC(=O)Nc1cccc(Cl)c1C
 : 108.0 | 0.4
CC(=O)Nc1nonc1-c1nnc(SCC(=O)Nc2c(C)cccc2C)n1-c1ccccc1
 : 104.0 | -0.6
CCOC(=O)CSc1nnc2ccccn12
 : 103.0 | -0.1
Cc1nc2ccccc2c(=O)n1-c1ccc2c(c1)OC(F)(F)O2
 : 106.0 | 0.2
O=C1S/C(=C/c2ccccc2)C(=O)N1CO
 : 102.0 | 0
CC(C)NC(=S)N=Nc1c(O)[nH]c2ccc(C(C)C)cc12
 : 108.0 | 0.8
O=C(Nc1cccnc1N1CCOCC1)c1cc2ccccc2oc1=O
 : 102.0 | 0.2

The results go on.
Below each compound: PV pol inh | PV pol inh FP z-score
Cc1cc(=O)n(Cc2ccc(F)cc2Cl)c2c1c(C)nn2C
 : 107.0 | 0.1
CN1C(=O)N(C)C2C1N(C)S(=O)(=O)N2C (stereo unspecified)
 : 101.0 | -0.1
CC(=O)Nc1ccc(C(=O)CSc2nnc(-c3ccoc3)c(-c3ccoc3)n2)cc1
 : 100.0 | -0.6
COc1ccc(C2=NN(C(=O)CSCc3ccco3)C(c3cccc(OC)c3OC)C2)cc1 (stereo unspecified)
 : 99.0 | -0.6
CC(=O)Nc1cc(C(=O)Nc2ccc3c(c2)N(C)C(=O)c2ccccc2S3)ccc1C
 : 111.0 | 0.9
COc1ccc(NC(=O)Cn2c(=O)n(-c3ccc(C)cc3)c(=O)c3c2cnn3C)cc1
 : 108.0 | 0.7
CCN1C(=O)/C(=C2\C=Cc3ccccc3N2CC)OC1=S
 : 98.0 | -0.4
Cc1ccc(-c2nc(CS(=O)(=O)CC(=O)N3CCc4ccccc43)c(C)o2)cc1
 : 102.0 | 1
O=C(COC(=O)C1CC(=O)N(Cc2ccco2)C1)c1ccc2ccccc2c1 (stereo unspecified)
 : 102.0 | 0.1
O=S(=O)(Nn1cnnc1)c1ccccc1Cl
 : 99.0 | -0.8
O=C(Cn1ncc2c3ccccc3n(Cc3ccc(Cl)cc3)c2c1=O)NCc1cccs1
 : 134.0 | 2.8
COc1cccc(-n2cc(C(=O)Oc3cccc(C(F)(F)F)c3)c3ccccc3c2=O)c1
 : 105.0 | -0.5
N#Cc1ccc(NC(=O)CCC2CCCC2)cc1
 : 101.0 | 0.2
CCC(C)C1NC(=O)C(CCNCS(=O)(=O)O)NC(=O)C(NC(=O)C(CCNCS(=O)(=O)O)NC(=O)C(NC(=O)C(CCNCS(=O)(=O)O)NC(=O)CCCCC(C)C)C(C)O)CCNC(=O)C(C(C)O)NC(=O)C(CCNCS(=O)(=O)O)NC(=O)C(CCNCS(=O)(=O)O)NC(=O)C(C(C)CC)NC1=O (stereo unspecified)
 : 99.0 | -0.2
Nc1ncnc2c1c(I)cn2C1OC(CO)C(O)C1O (stereo unspecified)
 : 103.0&100.0 | 0.6&0.2

Next section.
Below each compound: PV pol inh | PV pol inh FP z-score
CCNC(=S)N1CCN(CC)CC1
 : 101.0 | -0.1
O=C(Cn1c(-c2cccs2)cc2ccccc21)N1CCN(c2ccccc2)CC1
 : 101.0 | -0.3
CCOc1ccc(-n2cc(C(=O)NC(C)c3cccs3)nn2)cc1 (stereo unspecified)
 : 103.0 | 0.7
CC(Nc1nc2ccccc2s1)C(=O)O (stereo unspecified)
 : 98.0 | -0.3
O=C1CSC2=NCN(c3ccccc3)CN12
 : 102.0 | -0.1
CCCCn1c(=O)[nH][nH]c1=S
 : 96.0 | -0.3
Cc1cc(C)cc(NS(=O)(=O)CC23CCC(CC2=O)C3(C)C)c1 (stereo unspecified)
 : 101.0 | -0.1
N#Cc1ccc(NC(=O)COCc2cc(-c3ccc(F)cc3)on2)cc1
 : 108.0 | 0.2
CCCN1CCN(c2ncnc3sc(C(=O)Nc4ccc(N(CC)CC)cc4C)c(C)c23)CC1
 : 97.0 | -2.1
Cc1cc(=O)oc2ccc(OC(=O)Cc3cccs3)cc12
 : 101.0 | -0.1
O=C1SC(C2SC(=O)N(Cc3ccc(F)cc3)C2=O)C(=O)N1Cc1ccc(F)cc1 (stereo unspecified)
 : 104.0 | 1
CCn1c(CSc2ncccn2)nnc1SCC(=O)N1CCc2ccccc21
 : 103.0 | 0.4
CC(NC(=O)CC#N)c1ccccc1 (stereo unspecified)
 : 100.0 | -0.5
CCOc1ccc(N(C(C)=O)C2=NCCCS2)cc1
 : 101.0 | -0.2
COc1ccc2[nH]c(=O)c(CN(C(C)=O)c3cccc(C)c3)cc2c1
 : 105.0 | 0.2

Already shown: entries from further up.
Below each compound: PV pol inh | PV pol inh FP z-score
CCNC(=S)N1CCN(CC)CC1
 : 101.0 | -0.1
O=C(Cn1c(-c2cccs2)cc2ccccc21)N1CCN(c2ccccc2)CC1
 : 101.0 | -0.3

Remaining list, next part.
Below each compound: PV pol inh | PV pol inh FP z-score
CSc1cccc(NC(=S)N(CCc2ccncc2)C(C)C)c1
 : 102.0 | 0.4
Cc1cc(C)c(Cn2c3ccccc3c3cnn(CC(=O)NC4CCC(C)CC4)c(=O)c32)c(C)c1 (stereo unspecified)
 : 102.0 | -0.7
CCN=C1NC(=NCC)c2ccccc21
 : 112.0 | 0.5
CCOC(=O)c1c(NC(=O)CSc2nc(-c3ccc(OC)cc3)cc(C(F)(F)F)n2)sc(C)c1C
 : 86.0* | -3.6*
CCCCCCC(=O)Nc1ccc2nc3c(=O)n(C)c(=O)n(C)c3nc2c1C
 : 109.0 | 0.7
CCOc1ccc(OCC(=O)NCCS(=O)(=O)N2CCN(c3ccc(F)cc3)CC2)cc1
 : 110.0 | 0.7
CCC(C)(C)C1CCc2oc3ccc(NS(=O)(=O)c4cccs4)cc3c2C1 (stereo unspecified)
 : 102.0 | 0.2
CCc1nc(SC)ncc1C(=O)NCc1ccc(OC)cc1
 : 101.0 | -0.5
N#Cc1ccccc1COC(=O)CCC(=O)c1cccs1
 : 99.0 | -0.6
CCc1nnc(NC(=O)COc2cc(C)c(Cl)c(C)c2)s1
 : 105.0 | 1.2
COc1ccc2c(COC(=O)c3ccc(C)c(S(=O)(=O)N4CCOCC4)c3)cc(=O)oc2c1
 : 103.0 | 0.2
O=c1[nH]cnc2c1cnn2-c1ccccc1
 : 104.0&101.0 | 0.5&-0.4
O=C(CSc1nc(-c2ccco2)nc2cc(=O)[nH]n12)Nc1ccccc1Cl
 : 102.0 | -0.9
CCNc1c(NC(=O)Nc2ccc(CC)cc2)c(=O)oc2ccccc12
 : 102.0 | 0.4
C[N+]1(C)CCC(OC(=O)C(O)(c2ccccc2)C2CCCC2)C1 (stereo unspecified)
 : 100.0 | 0.1

New compounds follow
Below each compound: PV pol inh | PV pol inh FP z-score
NNC(=O)c1nc(-c2ccccc2)n2c1CCCCC2
 : 102.0 | 0
CCOC(=O)c1cc(-c2ccc(C)cc2)n(CCC(=O)Nc2ccc(C(C)C)cc2)c1C
 : 105.0 | 0
Cc1ccc(Nc2c(O)[nH]c(=O)n2N)cc1
 : 99.0 | -0.2
O=C(NCc1cccnc1)C1CCN(Cc2cc3ccccc3n2Cc2ccccc2)CC1
 : 110.0 | 0.7
O=C(Cc1ccccc1)NC1CCCCC1NC(=O)Cc1ccccc1 (stereo unspecified)
 : 103.0 | 0
O=C(COC(=O)c1ccco1)NC1CC1
 : 99.0 | -1.1
COc1cc(C)ccc1OCCSc1nc2ccc(NC(=O)c3ccc4c(c3)OCO4)cc2s1
 : 104.0 | -0.6
CN(Cc1ccccc1)C(=O)CN1C(=O)c2ccccc2S1(=O)=O
 : 103.0 | 0.8
CN(C)C=NC(=O)c1cccc(Br)c1
 : 110.0 | 1.3
CC(CC(=O)NCCN1C(=O)S/C(=C\c2cccs2)C1=O)n1ccnc1 (stereo unspecified)
 : 101.0 | 0
C=CCn1c(=NC(=O)CC)sc2cc(S(N)(=O)=O)ccc21
 : 101.0 | -0.5
CCC(=O)N1CCc2cc(S(=O)(=O)NC(Cc3ccccc3)C(=O)Nc3ccc(C)cc3)ccc21 (stereo unspecified)
 : 108.0 | 0.6
Cc1ccc(C(=O)CCC(=O)Nc2ccc(Br)c(C)c2)cc1
 : 100.0 | -0.9
CCCN(CC(=O)Nc1ccccc1C)C(=O)CSc1ccc(S(=O)(=O)N2CCOCC2)cn1
 : 102.0 | -0.1
CCCN=C1NN=C(c2cc(C)n(Cc3ccc4c(c3)OCO4)c2C)CS1
 : 108.0 | 0.9

New compounds follow.
Below each compound: PV pol inh | PV pol inh FP z-score
Cc1[nH]c2ccccc2c1C(=O)CN1C(=O)C2CC=CCC2C1=O (stereo unspecified)
 : 99.0 | -0.4
COc1cccc(/C=C2\SC(=S)C(N)C2=O)c1OC (stereo unspecified)
 : 101.0 | -0.2
CCc1ccc(C(=O)OCC(N)=O)cc1
 : 105.0 | 0.3
CCc1cc(=O)[nH]c(NC2CCN(C(=O)N3c4ccccc4Sc4ccccc43)CC2)n1
 : 101.0 | -0.4
CN=c1scc(-c2cc(C)n(CC3CCCO3)c2C)n1C (stereo unspecified)
 : 101.0 | 0
Cc1ccc(NC(=O)CC(C(=O)O)N(C)C)cc1 (stereo unspecified)
 : 100.0 | 0.2
Cc1ccc(CNCc2cccn2-c2nnc(N3CCCC3)s2)cc1
 : 109.0 | 0.5
Cc1ccc(NC(=O)C(C)Sc2n[nH]c(-c3ccccc3O)n2)cc1 (stereo unspecified)
 : 102.0 | 0
CC(C(=O)Nc1ccc2c(c1)OCCO2)n1cc(S(=O)(=O)N2CCCC2)ccc1=O (stereo unspecified)
 : 104.0 | 0.1
O=S(=O)(Nc1cccc(-c2ccc(N3CCCCC3)nn2)c1)c1ccc(Cl)s1
 : 110.0 | 1
O=C1CCCN1CC(CN1CCOCC1)Sc1nnnn1-c1ccccc1 (stereo unspecified)
 : 99.0 | -0.3
COc1cc(C2CS(=O)(=O)CS(=O)(=O)C2)ccc1O
 : 104.0 | 0
FC(F)(F)c1nc(NCC(c2ccco2)N2CCCCC2)c2ccccc2n1 (stereo unspecified)
 : 106.0 | 0.4
Cc1ccc(CN2CCN(/N=C\C=C\c3ccccc3)CC2)cc1
 : 102.0 | 0.1
CN=Cc1c[nH]c2ccccc12
 : 101.0 | 0

(continued)
Below each compound: PV pol inh | PV pol inh FP z-score
O=C(Cn1cnc2onc(-c3ccc(Cl)cc3)c2c1=O)Nc1ccc(F)cc1
 : 98.0 | -0.7
CCCC(=O)c1ccc(OC(=O)c2c(-c3ccccc3Cl)noc2C)cc1
 : 100.0 | -1.7
CSc1ccccc1NC(=O)COC(=O)C12CC3CC(CC(C3)C1)C2
 : 100.0 | -0.3
O=C(Nc1cccc(-c2nc3ccccc3[nH]2)c1)c1ccccc1F
 : 110.0 | 1
Cc1ccccc1NC(=O)COc1cccc(Br)c1
 : 101.0 | -0.4
CC(=O)O/N=C/c1c(Nc2ccc(C)cc2)nc2c(C)cccn2c1=O
 : 101.0 | 0
COc1cccc(OC)c1OC(=O)C(C)Oc1ccc(C)cc1 (stereo unspecified)
 : 91.0 | -1.6
COc1ccc(CCn2c(C)c3c(=O)n(-c4nc5ccccc5s4)[nH]c3cc2=O)cc1
 : 87.0 | -2.5
CCOC(=O)C1CCCN(S(C)(=O)=O)C1 (stereo unspecified)
 : 102.0 | 0.2
CCc1ccc2c(c1)c(=O)c(S(=O)(=O)c1ccc(Cl)cc1)cn2CC
 : 99.0 | -1.7
COc1ccccc1N1CCN(c2ncnc3nc[nH]c23)CC1
 : 103.0 | 1.1
COc1ccc(C=C(C#N)C#N)cc1Br
 : 98.0 | -0.9
Cc1ccccc1NC1=NC2(CCCCC2)N=C(N)N1
 : 101.0 | 0
Cc1ccc(C)n1-c1nnc(N2CCC(C(=O)O)CC2)s1
 : 101.0 | -0.3
Cc1cc(N)n2ncnc2n1
 : 101.0 | -0.3

Structures listed so far that have bromine (5):
Below each compound: PV pol inh | PV pol inh FP z-score
CCOC(=O)c1ccc(NS(=O)(=O)c2cc(Br)cc3c2N(C(C)=O)C(C)C3)cc1 (stereo unspecified)
 : 107.0 | 0.7
CN(C)C=NC(=O)c1cccc(Br)c1
 : 110.0 | 1.3
Cc1ccc(C(=O)CCC(=O)Nc2ccc(Br)c(C)c2)cc1
 : 100.0 | -0.9
Cc1ccccc1NC(=O)COc1cccc(Br)c1
 : 101.0 | -0.4
COc1ccc(C=C(C#N)C#N)cc1Br
 : 98.0 | -0.9

Going on with the list.
Below each compound: PV pol inh | PV pol inh FP z-score
O=C(CN1C2=NCCN2c2ccccc21)C12CC3CC(CC(C3)C1)C2
 : 102.0 | 0.1
CC(=O)Nc1ccc2nc3c(=O)n(C)c(=O)n(C)c3nc2c1C
 : 103.0 | -0.4
O=C(NCc1ccccc1)C1CC1(c1ccccc1)c1ccccc1 (stereo unspecified)
 : 101.0 | -0.1
CN1/C(=C\C(=O)c2ccccc2)Sc2ccccc21
 : 103.0 | 0.3
CN1CCC(N(C)C(=O)COc2ccc(S(=O)(=O)N3CCOCC3)cc2)CC1
 : 106.0 | 0.6
N#CCSc1nc2cc(C(=O)NCc3ccccc3)ccc2c(=O)n1CCc1ccccc1
 : 103.0 | 0.2
O=C(/C(=C\c1ccc(F)cc1)n1ccccc1=O)N1CCCC1
 : 100.0 | -0.4
CCc1ccc(-n2nc(C)c3c(C(=O)Nc4cccc(C(F)(F)F)c4)cc(C)nc32)cc1
 : 101.0 | -1.6
Cc1ccc(N/C(N)=N/c2nc(C)cc(=O)[nH]2)c(C)c1
 : 101.0 | -0.1
Cc1ccc2cc3c(nc2c1)N(c1ccc(C(=O)O)cc1)CC3
 : 100.0 | 0.2
CCSc1nc2ccccc2c(=O)n1CC
 : 102.0 | -0.1

Source: PubChem
